E-sel inducer = E-selectin induction on HUVECs | activation, % at 7.58 µM | 260,000 compounds, 0.37% hits | P16581 | HUVEC E-selectin immunofluorescence imaging; normalized: neutral wells 0, TNF-alpha wells 100;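 active = mean E-selectin-positive cell signal at least 10% of the positive control, reached in at least 60% of replicates, without over 20% cell loss; inconclusive = no rule given, readout overlaps actives, possibly toxicity-flagged; inactive = the rest, including those meeting only one limit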;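 note: in these data hits start at about 27%; measured in HUVEC primary endothelial cells; signal is the percent of cells scored E-selectin positive by PE staining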
Target sequence (P16581 whole entry, looked up): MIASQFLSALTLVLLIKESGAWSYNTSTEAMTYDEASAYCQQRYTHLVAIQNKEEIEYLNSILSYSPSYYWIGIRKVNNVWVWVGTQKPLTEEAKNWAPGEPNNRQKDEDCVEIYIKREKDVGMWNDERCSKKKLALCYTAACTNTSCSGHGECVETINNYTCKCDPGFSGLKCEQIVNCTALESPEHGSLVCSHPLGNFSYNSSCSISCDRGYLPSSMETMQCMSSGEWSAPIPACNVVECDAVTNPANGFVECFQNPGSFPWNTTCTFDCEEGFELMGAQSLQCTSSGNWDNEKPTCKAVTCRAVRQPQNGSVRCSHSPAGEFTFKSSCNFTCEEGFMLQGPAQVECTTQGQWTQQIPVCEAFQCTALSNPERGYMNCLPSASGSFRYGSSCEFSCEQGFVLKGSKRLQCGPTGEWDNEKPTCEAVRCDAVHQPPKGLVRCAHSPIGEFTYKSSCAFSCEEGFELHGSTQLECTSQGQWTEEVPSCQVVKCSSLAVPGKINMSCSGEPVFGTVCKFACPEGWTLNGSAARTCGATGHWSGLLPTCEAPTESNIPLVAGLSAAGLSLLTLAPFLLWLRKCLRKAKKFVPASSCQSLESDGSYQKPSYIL
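Read-out basis: % PE-positive cells; Test system: HUVEC primary endothelial cells; Technique: immunofluorescence imaging; Dosing: single-point compound dose.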
RAD54 inh = RAD54 (human) branch migration inhibition | Q92698 | RAD54 Holliday junction branch migration, FAM/BHQ fluorescence | inhibition, % at 10.4 µM | 360,000 compounds, 0.14% hits;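 active = mean normalized replicate activity at least 40 and at least half of replicates scoring 40 or more; inconclusive = only one of the two criteria met; inactive = mean below 40 and under half of replicates reaching 40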;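 note: 0% = median of neutral control wells and 100% = median of positive control wells; inhibitors cause a drop in the FAM fluorescence signal; in these data hits start at about 50%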
ERAP1 inh = ERAP1 (human) enzyme inhibition | 340,000 compounds, 0.15% hits | recombinant ERAP1, Leu-AMC fluorescence, 60 min | inhibition, % at 10.7 µM;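 active = mean replicate inhibition of at least 30%, or all replicates individually reaching that 30% level; inactive = mean below 30% and not every replicate reaching it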;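 note: 0% = neutral control wells and 100% = L-leucinethiol positive control wells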
PGC1a acetyl inh = lowers PGC1a acetylation signal in U2OS cells | AlphaScreen anti-acetyl-lysine; with virally co-expressed GCN5 acetyltransferase | inhibition, % at 15.6 µM | 350,000 compounds, 0.17% hits | AID 651687;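 active = every replicate shows inhibition of at least 40%; inconclusive = mean inhibition at least 40% but some replicate below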;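 note: 0% = neutral control wells and 100% = positive control wells; some results beyond the cut were filed as inactive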
Cneo AK release = causes C. neoformans cell lysis; lysis activity, % at 15 µM; 360,000 compounds, 0.2% hits; adenylate kinase release luminescence, 4 h; normalised: neutral wells 0, clomiphene wells 100;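 active = mean lysis activity across replicates of at least 80%, whatever share of replicates individually reach that level; inactive = mean lysis activity below 80%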
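Material: C. neoformans cells | Amount: Yeast cell density of 5 × 10^6 cells/mL | Medium: Fresh YPD growth medium | Dosing: Single dose | Times: Static 4 h at 37 °C with compound, 1 h detection | Detection: AK luminescence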
miR122 inh = miR-122 inhibition in Huh7 cells; Huh7 miR-122 Renilla luciferase sensor, 48 h; neutral wells = 0, positive control = 100; activation (reporter increase), % at 12.5 µM; 340,000 compounds, 0.3% hits; AID 602342;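 active = mean replicate activation score at least 90 and every replicate individually at or above 90; inconclusive = only one of the two criteria met; inactive = neither criterion met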;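 note: higher luciferase means less miR-122 activity so hits act as miR-122 inhibitors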
PglD DTNB = inhibitors of Campylobacter jejuni PglD acetyltransferase. purified PglD enzyme, DTNB colorimetric CoA detection. inhibition, % at 12.5 µM. 360,000 compounds, 0.098% hits. AID 602405; in the data active = inhibition above about 16%, passing the limit was not always enough; inconclusive = no clear call, values can overlap the other calls; note: strong numbers were not always called active
RAD52 inh = inhibitors of human RAD52 DNA annealing | P43351 | recombinant RAD52 DNA annealing, FRET fluorescence | inhibition, % at 18.7 µM | 360,000 compounds, 0.46% hits;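 active = every replicate showing at least 50% inhibition; inconclusive = mean inhibition at least 50% but not in every replicate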
Target sequence (P43351 whole entry, looked up): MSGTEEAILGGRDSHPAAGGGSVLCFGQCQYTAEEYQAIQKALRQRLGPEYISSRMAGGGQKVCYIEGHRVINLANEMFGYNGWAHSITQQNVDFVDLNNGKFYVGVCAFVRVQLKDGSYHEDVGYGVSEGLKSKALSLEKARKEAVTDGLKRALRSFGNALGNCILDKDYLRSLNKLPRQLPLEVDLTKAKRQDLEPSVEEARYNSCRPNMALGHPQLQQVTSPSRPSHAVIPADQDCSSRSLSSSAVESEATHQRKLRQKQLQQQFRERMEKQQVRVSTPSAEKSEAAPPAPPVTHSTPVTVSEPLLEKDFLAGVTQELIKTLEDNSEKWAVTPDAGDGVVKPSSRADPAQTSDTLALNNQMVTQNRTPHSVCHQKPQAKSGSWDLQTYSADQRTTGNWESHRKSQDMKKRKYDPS
Numbers without * were called inactive; ? = inconclusive; nt = no result given; [ ] = dose if it differs, or a comment.

SMILES	E-sel inducer	RAD54 inh	ERAP1 inh	PGC1a acetyl inh	Cneo AK release	miR122 inh	PglD DTNB	RAD52 inh
C[C@@H]1CN([C@@H](C)CO)C(=O)c2cc(NC(=O)C3CCCCC3)ccc2O[C@@H]1CN(C)Cc1ccc(C(=O)Nc2ccccc2N)cc1	10	-11	-1	0	-5	22[16.7 µM]	-3	1
C=CCc1cccc(OC)c1OCCOCCn1ccnc1	nt	-7	-3	7	7	2	4	-2
Cc1cccc(N2C(=O)SC(N(C)c3ccccc3)C2=O)c1 (configuration not stated)	nt	-14	nt	5	-1	4	-2	nt
Cc1noc(C)c1S(=O)(=O)Nc1ccc2c(c1)C(=O)N([C@@H](C)CO)C[C@@H](C)[C@@H](CN(C)Cc1ccc3c(c1)OCO3)OCCCC[C@@H](C)O2	-0.1	0	0	?	1	-10[16.7 µM]	5	18
O=C(Nc1ccccc1)Nc1ccc2snnc2c1	nt	5	nt	-5	-2	4	1	nt
NC1=NC(=O)/C(=C/C=C/c2cccs2)S1	3.5	nt	-1	7	nt	nt	nt	-18
Cc1noc(C)c1S(=O)(=O)N(C)C[C@@H]1OCCCC[C@H](C)Oc2ccc(NC(=O)NC3CCCCC3)cc2C(=O)N([C@H](C)CO)C[C@@H]1C	0.0	-5	0	7	1	-10[16.7 µM]	-1	-14
CCc1c(C)sc(NC(=O)c2cccs2)c1C(N)=O	nt	-13	nt	-11	-4	-2	5	nt
COc1ccc(CNC(=O)C2CCC(=O)N(CCCN3CCCC3=O)C2)cc1 (configuration not stated)	-0.1	-2	-2	-4	-1	6	2	-15
COc1ccc(NC(=O)Nc2ccc3c(c2)C(=O)N([C@H](C)CO)C[C@@H](C)[C@@H](CN(C)S(=O)(=O)c2ccc(C)cc2)OCCCC[C@H](C)O3)cc1	-0.3	-7	-3	-3	-1	9[16.7 µM]	4	14
CCCCn1nc(C(=O)Nc2ccc(S(=O)(=O)Nc3ncccn3)cc2)c2ccccc2c1=O	0.0	nt	-2	3	nt	nt	nt	3
O=S(=O)(Nc1nc2ccccc2s1)c1cnc(Cl)c(Br)c1	-0.7	1	nt	-3	12	5	1	-14
C[C@H]1CN=C(Nc2ccccc2)N1CCC1CCCCC1	0.1	4	-2	-8	7	1	-2	-3
O=C(NCc1ccccc1Cl)NC(=O)c1ccccc1	nt	-18	-2	nt	-1	nt	5	-3
O=C(O)CCCCCNC(=O)/C(=C\c1ccco1)NC(=O)c1ccco1	0.3	-13	1	10	1	-4	-2	-17
Cc1c(/C=C/C(=O)c2ccccc2O)cnn1C	-2.6	-5	0	5	-3	-2	2	5
CN(C)CCCn1c(N)c(S(=O)(=O)c2ccccc2)c2nc3ccccc3nc21	-0.1	-22	-74	3	1	-2	1	-94
CCC(Sc1nc2cc(OC)c(OC)cc2c(=O)n1Cc1ccco1)C(=O)NCCOC (configuration not stated)	nt	9	nt	-6	3	-1	-4	nt
COc1ccc(NC(=O)Nc2ccc3c(c2)C(=O)N([C@@H](C)CO)C[C@H](C)[C@@H](CN(C)S(=O)(=O)c2ccc(C)cc2)OCCCC[C@@H](C)O3)cc1	0.0	-2	-5	7	0	1[16.7 µM]	2	6
CCOC(=O)C1CCCN(Cc2ccc(OC)cc2OC)C1 (configuration not stated)	nt	0	nt	4	4	-9	0	nt

10 compounds from above, arranged by heavy-atom count, smallest number first:
SMILES	E-sel inducer	RAD54 inh	ERAP1 inh	PGC1a acetyl inh	Cneo AK release	miR122 inh	PglD DTNB	RAD52 inh
Cc1c(/C=C/C(=O)c2ccccc2O)cnn1C	-2.6	-5	0	5	-3	-2	2	5
CCc1c(C)sc(NC(=O)c2cccs2)c1C(N)=O	nt	-13	nt	-11	-4	-2	5	nt
O=C(NCc1ccccc1Cl)NC(=O)c1ccccc1	nt	-18	-2	nt	-1	nt	5	-3
O=S(=O)(Nc1nc2ccccc2s1)c1cnc(Cl)c(Br)c1	-0.7	1	nt	-3	12	5	1	-14
CCOC(=O)C1CCCN(Cc2ccc(OC)cc2OC)C1 (configuration not stated)	nt	0	nt	4	4	-9	0	nt
O=C(O)CCCCCNC(=O)/C(=C\c1ccco1)NC(=O)c1ccco1	0.3	-13	1	10	1	-4	-2	-17
COc1ccc(CNC(=O)C2CCC(=O)N(CCCN3CCCC3=O)C2)cc1 (configuration not stated)	-0.1	-2	-2	-4	-1	6	2	-15
CN(C)CCCn1c(N)c(S(=O)(=O)c2ccccc2)c2nc3ccccc3nc21	-0.1	-22	-74	3	1	-2	1	-94
CCC(Sc1nc2cc(OC)c(OC)cc2c(=O)n1Cc1ccco1)C(=O)NCCOC (configuration not stated)	nt	9	nt	-6	3	-1	-4	nt
COc1ccc(NC(=O)Nc2ccc3c(c2)C(=O)N([C@@H](C)CO)C[C@H](C)[C@@H](CN(C)S(=O)(=O)c2ccc(C)cc2)OCCCC[C@@H](C)O3)cc1	0.0	-2	-5	7	0	1[16.7 µM]	2	6

Other compounds
SMILES	E-sel inducer	RAD54 inh	ERAP1 inh	PGC1a acetyl inh	Cneo AK release	miR122 inh	PglD DTNB	RAD52 inh
CCNC(=O)C[C@@H]1CC[C@@H]2[C@H](COc3ccc(NC(C)=O)cc3C(=O)N2C)O1	0.1	-4	-1	6	0	-2[16.7 µM]	6	-3
CCOC(=O)C1CCCCN1S(=O)(=O)c1cc2c(cc1C)NC(=O)CO2 (configuration not stated)	0.5	4	-1	nt	-1	nt	-3	-17
O=[N+]([O-])c1cccc(-c2c(-c3ccccc3)ncc3ccc(F)cc23)c1	0.0	1	nt	-18	1	-1	4	-3
CCC(C)NC(=O)C(=O)NCC1CCCN1CC (configuration not stated)	0.1	0	1	-3	5	-8	1	-11
N#C/C(=C\c1ccc(O)c(O)c1)C(=O)Nc1cccc2ncccc12	nt	1	-18	9	0	-3	-4	0
Cc1[nH]nc2c1/C(=N\O)CC(C)(C)C2	nt	8	nt	11	1	5	2	nt
CCOC(=O)C(=CNc1cccc(N)n1)C(=O)OCC	nt	2	nt	-12	1	-1	2	nt
Cc1ccccc1-n1c(SCC(=O)N(C)C2CCS(=O)(=O)C2)nnc1-c1ccncc1 (configuration not stated)	1.8	-2	-1	11	0	-2	2	-4
O=C(NCCNC(=O)c1ccc(F)cc1)c1ccc(F)cc1	0.5	-3	nt	nt	0	-4	0	-11
Cc1ccc(S(=O)(=O)Nc2ccc3c(c2)C(=O)N([C@H](C)CO)C[C@@H](C)[C@H](CN(C)S(C)(=O)=O)O3)cc1	0.1	-12	-1	-7	-3	-4[16.7 µM]	1	-3
C[C@@H]1CN([C@H](C)CO)C(=O)Cc2cc(NC(=O)C3CCCCC3)ccc2O[C@H]1CN(C)S(=O)(=O)c1cn(C)cn1	0.2	6	1	2	2	-5[16.7 µM]	-3	-3
COc1ccccc1N1CCN(CCN2C(=O)C3CCCCN3C2=O)CC1 (configuration not stated)	nt	-15	-8	14	-2	0	0	-4
COc1ccc(NC(=O)Nc2ccc3c(c2)C(=O)N([C@@H](C)CO)C[C@H](C)[C@H](CN(C)Cc2ccc(C(=O)Nc4ccccc4N)cc2)O3)cc1	1.0	6	-1	8	5	-4[16.7 µM]	1	-3
C[C@H]1CN([C@@H](C)CO)C(=O)Cc2cc(NS(=O)(=O)c3cccs3)ccc2O[C@@H]1CN(C)Cc1ccc(-c2ccccc2)cc1	0.2	0	-2	13	-1	-8[16.7 µM]	-4	20
COc1ccc(C(=O)N/N=c2\oc3ccccc3cc2C(=O)NCc2ccccc2)cc1	-0.3	?	nt	-3	9	-6	-1	nt
CC(OC(=O)CCNS(=O)(=O)c1ccc(Cl)cc1)C(=O)N(C)Cc1ccccc1 (configuration not stated)	-0.2	-9	2	-9	1	-6	4	-7
COc1ccc(/C=C/C(=O)NCC(=O)N=Nc2c(O)[nH]c3ccc([N+](=O)[O-])cc23)cc1	nt	-8	-4	1	2	-6	-2	-17
O=S(=O)(c1cccs1)N1CCCCN2[C@H](C1)[C@H](c1ccc(Br)cc1)[C@@H]2CO	-0.6	3	-1	-2	-1	14[16.7 µM]	-6	-19
CCOc1ccc(NC(=O)C(CC(=O)O)Cc2ccccc2)cc1 (configuration not stated)	10	nt	1	-1	nt	nt	nt	7
COc1ccc2c3c(n(C)c2c1)[C@@H](CO)N(CC1CC1)CC31CCN(C(=O)c2ccc3c(c2)OCO3)CC1	-0.2	nt	2	-1	nt	nt	nt	-44
Cc1ccc(C(=O)NC2CC(C)(C)NC(C)(C)C2)cc1C	nt	-14	nt	6	3	-4	4	nt
C[C@H]1CN([C@@H](C)CO)C(=O)c2cc(NC(=O)Nc3ccccc3)ccc2O[C@H]1CN(C)Cc1ccc(Oc2ccccc2)cc1	0.4	4	2	9	9	-6[16.7 µM]	-2	21
c1ccc(-c2cc3c(ccc4nonc43)nn2)cc1	nt	2	nt	17	-2	2	-4	nt
CN(C)/C=N/c1cc(=O)[nH]c(=O)n1C	-0.2	-16	nt	-14	-1	2	-1	nt
O=C(Cn1ncc2c([nH]c3ccccc32)c1=O)Nc1cccnc1	nt	22	2	-1	-1	-2	0	-12
C[C@@H]1CN([C@H](C)CO)C(=O)c2cc(NC(=O)Nc3ccc(F)cc3)ccc2O[C@@H]1CN(C)CC1CCCCC1	-0.2	-1	1	nt	3	43[16.7 µM]	5	29
Cc1ccc2c(c1)C(=O)CC1(CCCC1)O2	-0.2	-4	3	nt	4	-20	-1	-1
Cc1ccc(OCc2nnc(SCC(=O)Nc3nccs3)n2-c2ccccc2)cc1C	nt	-13	nt	4	-1	-6	8	nt
COc1ccc(CCNC(=O)c2cn(C)c3ccc(S(=O)(=O)N4CCOCC4)cc3c2=O)cc1OC	nt	-14	5	-11	8	2	-1	-6
COc1ccc(CN2C(=O)c3ccccc3C(/C=N/OCc3ccc(Cl)cc3)C2=O)cc1 (configuration not stated)	nt	-13	nt	-3	-2	0	-10	nt
Cc1cccc(NC(=O)c2cc([N+](=O)[O-])ccc2Cl)c1O	-4.9	5	-2	0	17	0	0	-13
CC(O)c1nc2ccccc2n1C(C)c1ccccc1 (configuration not stated)	nt	-7	0	nt	0	6	-1	-4
Nc1ncnc2c1ncn2[C@@H]1O[C@H](CNCc2c(OCc3ccccc3F)ccc3ccccc23)[C@@H](O)[C@H]1O	2.2	-3	-1	-5	3	3	-3	-29
COC(=O)C(C)n1nc(C)n(-c2ccc(C)cc2)c1=O (configuration not stated)	nt	2	nt	-19	-1	-1	-1	nt
COCC(=O)N(C)C[C@H]1Oc2ncc(-c3ccccc3OC)cc2C(=O)N([C@@H](C)CO)C[C@H]1C	0.0	nt	5	2	nt	nt	nt	-8
COc1ccc(C(=O)N2CCCCC2c2cc(C(=O)Nc3ccc(F)c(Cl)c3)no2)cc1 (configuration not stated)	-0.1	-7	-2	1	-1	12	-4	-2
Nc1nnc(-c2ccncc2)s1	nt	5	nt	-10	1	-4	3	nt

High-throughput results deposited in PubChem by Broad Institute.
